# Screens: PubChem, several laboratories
# E coli growth: E. coli V3065 growth inhibition, primary screen, counter-screen for AddAB inhibitor project, absorbance, OD600 | 18 h | inhibition, % at 11.9 µM | actives 0.27% (n = 330,000) | AID 449728, 2010;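 active = inhibition above the campaign's mean inhibition across all tested compounds plus 3 SD, cut at about 9.9% in these data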;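 also: uninfected addAB+ strain grown without phage in ampicillin broth; 0% = DMSO wells and 100% = ciprofloxacin 0.95 µg/ml wells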
# Tat transport: E. coli Tat export inhibitors, primary screen, MC4100, TorA-mCherry reporter, fluorescence, single point; inhibition, % at 10 µM; actives 0.036% (n = 340,000);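 active = mean replicate inhibition at least 50% and at least half of replicates individually reaching 50%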;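 also: exported cargo escapes ClpAP degradation while cytoplasmic cargo is degraded and loses fluorescence; 0% = median of neutral control wells and 100% = median of NaSCN control wells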
# SUMO Mot1 rescue: yeast Mot1-301 growth rescue at high temperature, primary screen, SUMOylation pathway inhibitor project, S. cerevisiae, ATP luminescence, 38.5C; S. cerevisiae Mot1-301 growth rescue; percent above DMSO median, 100 means doubled; growth rescue, % at 18.8 µM; actives 1% (n = 320,000);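 active = every valid replicate shows activation above 250% relative to neutral control wells; inactive = the rest, any valid replicate at or below 250%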;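 also: OY570 slx delta 5 strain wells were the positive control but not used for scaling; some compounds called inactive have numbers as strong as hits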
# AddAB inh: growth inhibition of E. coli expressing H. pylori AddAB, primary screen, AddAB inhibitor project, absorbance; actives 0.29% (n = 330,000); inhibition, % at 11.9 µM; in the data active = inhibition above about 12%;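 also: 0% = vehicle wells of infected cells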
# PfHsp90 yeast 2: growth inhibition of PfHsp90-expressing yeast, primary screen, antimalarial PfHsp90 inhibitor project, S. cerevisiae, BacTiter-Glo luminescence, single point, set 2; BacTiter-Glo ATP, 48 h; yeast lacking PDR1 and PDR3 efflux regulators; inhibition, % at 9.4 µM; actives 0.32% (n = 310,000);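 active = every replicate shows inhibition above about 80%, whatever the replicate mean, limit read from the data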;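 also: 0% = DMSO neutral controls and 100% = 20 µM radicicol positive controls; yeast relying on Plasmodium falciparum Hsp90 in place of its own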
# Arrestin-AP2 inh: inhibitors of beta-arrestin/AP2 binding, primary screen, biochemical, GPCR trafficking, flow cytometry; beta-arrestin 1 C-terminal peptide binding to AP2 beta2-adaptin appendage (human); FITC-arrestin peptide / GST-AP2 beads; AP2 beta2 appendage carries R879A mutation; inhibition, % at 10 µM; actives 0.31% (n = 340,000); AID 504490, 2011;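 active = inhibition above a set limit, near 3 SD of compounds lacking own fluorescence, cut at about 54% in these data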;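 also: plate controls were DMSO wells for no effect and 5 µM unlabelled arrestin peptide for full effect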
#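 Measured by: flow cytometry, FL1 (488/535 nm); Material: AP2 appendage R879A on GSH beads; Evaluation: percent response; Timing: pre-incubation 12 min, peptide binding 1 h, room temperature; Also added: 50 nM FITC-arrestin peptide; Medium: PBS with 0.05% Tween 20 and 0.1% BSA.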
# phage Ecoli inh: growth loss of phage-infected E. coli, primary screen, RecBCD inhibitor project, absorbance, with phage, HTS; inhibition, % at 11.9 µM; actives 0.26% (n = 360,000); AID 651602, 2012; in the data active = inhibition above about 11%
# Pemphigus Ab inh: inhibitors of pemphigus antibody binding to DSG3, primary screen, biochemical, bead-based, flow cytometry, scFv-GFP; binding (percent of control), % at 10 µM; DSG3-coupled beads, scFv-anti-DSG3-GFP binding; stronger effect = lower value; Desmoglein-3 (Homo sapiens), P32926; actives 0.48% (n = 310,000);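 active = binding more than 3 SD below its plate's average and above zero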;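 also: hits lower antibody fragment binding to DSG3; some compounds called inactive have numbers as strong as hits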
# Target sequence (P32926 whole entry, looked up, the tested form may be a part): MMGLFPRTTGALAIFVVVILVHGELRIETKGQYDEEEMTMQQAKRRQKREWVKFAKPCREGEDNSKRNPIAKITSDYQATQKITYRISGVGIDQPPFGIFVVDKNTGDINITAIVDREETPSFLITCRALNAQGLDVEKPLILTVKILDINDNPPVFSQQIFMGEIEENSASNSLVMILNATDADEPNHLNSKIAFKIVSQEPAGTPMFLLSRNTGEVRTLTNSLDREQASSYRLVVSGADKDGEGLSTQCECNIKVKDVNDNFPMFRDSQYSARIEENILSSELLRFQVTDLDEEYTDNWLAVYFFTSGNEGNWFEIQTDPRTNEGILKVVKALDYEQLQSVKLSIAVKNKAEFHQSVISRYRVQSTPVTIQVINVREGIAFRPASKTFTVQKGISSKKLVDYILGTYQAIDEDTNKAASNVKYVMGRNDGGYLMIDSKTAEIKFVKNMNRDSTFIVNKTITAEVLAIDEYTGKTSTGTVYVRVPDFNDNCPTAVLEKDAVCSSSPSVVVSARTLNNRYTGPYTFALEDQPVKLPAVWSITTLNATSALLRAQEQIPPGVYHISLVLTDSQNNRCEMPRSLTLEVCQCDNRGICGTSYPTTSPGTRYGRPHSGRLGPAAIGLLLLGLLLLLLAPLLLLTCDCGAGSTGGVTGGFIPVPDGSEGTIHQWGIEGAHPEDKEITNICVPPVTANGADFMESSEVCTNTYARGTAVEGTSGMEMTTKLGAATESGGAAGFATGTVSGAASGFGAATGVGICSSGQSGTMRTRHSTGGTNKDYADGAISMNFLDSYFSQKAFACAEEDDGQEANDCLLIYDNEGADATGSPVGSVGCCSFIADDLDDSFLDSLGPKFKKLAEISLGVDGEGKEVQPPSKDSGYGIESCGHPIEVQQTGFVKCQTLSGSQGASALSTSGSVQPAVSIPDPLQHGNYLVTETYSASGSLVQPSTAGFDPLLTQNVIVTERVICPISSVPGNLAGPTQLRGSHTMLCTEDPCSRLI
# PKA-R1A act: activators of PKA-R1A holoenzyme, primary screen, biochemical, fluorescence polarization, Cy5-IP20, bovine R1A, mouse PKAc. PKA-R1A dissociation; scaled: DMSO 0%, 113 µM cGMP 100%. activation, % at 11.4 µM. actives 0.083% (n = 340,000);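 active = percent activation above the mean of all tested compounds plus 3 SD, cut at about 19% in these data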;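 also: higher means more PKAc released from R1A so a rise in polarization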
# MOR-DOR ag: agonists of OPRM1-OPRD1 heterodimerization, primary screen, cell-based, luminescence; AID 504326, 2011; cells; activation, % at 9.3 µM; Mu-type opioid receptor (Homo sapiens) + Delta-type opioid receptor (Homo sapiens), …; actives 0.3% (n = 340,000); in the data active = activation above about 18%;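 also: 0% = vehicle-treated cells and 100% = reference agonist; values of inactives mirror those of a sister screen read the other way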
# OPRM1-OPRD1 inv: inverse agonists of MOR-DOR heterodimerization, primary screen, cell-based, luminescence | Mu-type opioid receptor (Homo sapiens) + Delta-type opioid receptor (Homo sapiens), … | inhibition, % at 9.3 µM | actives 0.21% (n = 340,000) | cell-based MOR-DOR heterodimer luminescence, inverse agonism; in the data active = inhibition above about 22%, passing the limit was not always enough;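 also: 0% = cells with DMSO and 100% = wells without cells with DMSO; values of inactives mirror those of a sister screen read the other way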
# An asterisk follows results filed as active; x = no result given.
# Start of the listing, in advance, 3 compounds:
SMILES,E coli growth,Tat transport,SUMO Mot1 rescue,AddAB inh,PfHsp90 yeast 2,Arrestin-AP2 inh,phage Ecoli inh,Pemphigus Ab inh,PKA-R1A act,MOR-DOR ag,OPRM1-OPRD1 inv
CC(=O)Nc1ccc(NC(=O)C(C)Oc2ccccc2F)cc1 (centres undefined),-1.9,0,-17,-0.3,6,8,2.8,101,-7,-1.4,7
CCOc1ccccc1Oc1cn[nH]c1-c1ccc(OCC(=O)NN)cc1O,0.9,1,107,4.0,16,1,8.2,108,-1,-2.0,9
COC(=O)N/N=C/c1ccc([N+](=O)[O-])s1,5.6,-35,101,5.7,2,13,2.1,94,2,1.1,-5

# Results, from the first entry:
SMILES,E coli growth,Tat transport,SUMO Mot1 rescue,AddAB inh,PfHsp90 yeast 2,Arrestin-AP2 inh,phage Ecoli inh,Pemphigus Ab inh,PKA-R1A act,MOR-DOR ag,OPRM1-OPRD1 inv
CC(=O)Nc1ccc(NC(=O)C(C)Oc2ccccc2F)cc1 (centres undefined),-1.9,0,-17,-0.3,6,8,2.8,101,-7,-1.4,7
CCOc1ccccc1Oc1cn[nH]c1-c1ccc(OCC(=O)NN)cc1O,0.9,1,107,4.0,16,1,8.2,108,-1,-2.0,9
COC(=O)N/N=C/c1ccc([N+](=O)[O-])s1,5.6,-35,101,5.7,2,13,2.1,94,2,1.1,-5
CCOc1ccc(NC(=O)Cn2nnc(-c3ccccc3NC(=O)c3cccs3)n2)cc1,1.4,-2,-6,-1.5,-2,4,4.0,89,-2,-0.7,4
O=[N+]([O-])c1ccc(N2CCCC2)nc1,-2.0,-4,4,-0.5,-15,13,-0.2,89,x,x,x
COc1ccc(CCN2CC(C(=O)N(C)CCn3nc(C)cc3C)CCC2=O)cc1 (centres undefined),-1.8,-4,-7,1.5,10,-12,0.1,98,2,-1.9,10
Cc1onc(-c2c(F)cccc2Cl)c1C(=O)NCc1ccc(F)cc1,0.9,-12,-7,1.2,-8,12,-11,94,-8,-1.8,9
Cc1ccc(CCN2CC(C(=O)NC3CCCCC3)CC2=O)cc1 (centres undefined),-2.1,-9,-2,2.4,-4,-6,1.6,131,-9,-1.6,8
Cc1c(Cl)cccc1NC(=O)CSc1sc2c(O)cc(=O)[nH]c2c1C#N,0.2,-3,20,2.3,-20,-2,2.2,116,-2,-3.6,19
Cc1ccc(S(=O)(=O)N2CCOCC2)cc1NC(=O)COC(=O)c1ccc(Br)cc1,-0.9,-7,-4,-1.6,6,2,3.0,94,-1,1.4,-7
O=C(COc1ccccc1Cl)NCc1ccncc1,0.0,4,17,2.6,20,-4,1.1,101,0,-1.2,6
O=C(Nc1ccc(F)c(F)c1)c1cnc(-c2ccccc2)nc1-c1ccccc1,2.0,4,0,-1.1,-10,-1,-1.0,103,0,12,-53

# Single records, from the list above. Values in the order: E coli growth	Tat transport	SUMO Mot1 rescue	AddAB inh	PfHsp90 yeast 2	Arrestin-AP2 inh	phage Ecoli inh	Pemphigus Ab inh	PKA-R1A act	MOR-DOR ag	OPRM1-OPRD1 inv
# Profile of Cc1onc(-c2c(F)cccc2Cl)c1C(=O)NCc1ccc(F)cc1 → 0.9	-12	-7	1.2	-8	12	-11	94	-8	-1.8	9
# Profile of COC(=O)N/N=C/c1ccc([N+](=O)[O-])s1 → 5.6	-35	101	5.7	2	13	2.1	94	2	1.1	-5

# Next records follow:
SMILES,E coli growth,Tat transport,SUMO Mot1 rescue,AddAB inh,PfHsp90 yeast 2,Arrestin-AP2 inh,phage Ecoli inh,Pemphigus Ab inh,PKA-R1A act,MOR-DOR ag,OPRM1-OPRD1 inv
Cc1ccc(CSc2nnc(NC(=O)Cn3cnc4ccccc4c3=O)s2)cc1,1.0,0,-4,2.7,-47,-5,0.2,101,-10,0.4,-2
CCn1c(=O)c(C(=O)NCCN2CCCCC2)c(O)c2ccccc21,-1.8,0,-3,1.2,x,3,1.9,x,4,2.0,-12
Cc1nc2sc(C(c3cccs3)N3CCN(c4ccccc4)CC3)c(O)n2n1 (centres undefined),-0.2,24,10,-2.9,0,-6,3.1,107,-10,-1.0,6
Cc1ccc(NC(=O)CSc2nnc(-c3cccs3)o2)cc1S(=O)(=O)N1CCCCC1,-0.8,-2,22,-0.7,1,31,4.1,101,2,-1.2,7
O=C(COC(=O)c1ccc(S(=O)(=O)NCc2ccco2)cc1)Nc1ccc(OC(F)F)cc1,-3.6,-10,4,-2.2,0,-2,3.3,103,13,0.1,0
COc1cccc(N2CCN(Cc3nc4scc(-c5ccccc5)c4c(=O)[nH]3)CC2)c1,-2.1,7,-3,1.9,-11,-3,1.9,99,-7,1.0,-5
Nc1ccc2oc(-c3ccc4nc[nH]c4c3)nc2c1,1.1,-9,11,1.3,x,18,4.8,x,6,0.0,0
CS(=O)(=O)NCCSCc1ccco1,-1.4,-5,25,1.1,x,9,1.6,101,2,3.0,-18
Cc1oc(-c2ccc(Cl)cc2)nc1CN1CCCC(C(=O)NCc2cccnc2)C1 (centres undefined),-0.2,-4,7,0.2,x,-6,0.5,103,0,0.8,-4
C=CCc1cccc(CNc2ccc(Br)cc2)c1O,-0.1,18,x,0.0,-8,16,4.9,110,-11,7.5,-38
COCCOC(=O)C1=C(C)Nc2ncnn2C1c1ccccc1 (centres undefined),-0.9,2,-12,-1.1,x,7,2.6,x,-11,-1.7,9
CC12CCC(C(=O)NCc3ccccc3Cl)(C(Br)C1=O)C2(C)C (centres undefined),-2.6,5,-4,1.2,-6,9,2.5,96,-12,-2.0,9
CS(=O)(=O)c1ccc2nc(NC(=O)c3cc([N+](=O)[O-])cc([N+](=O)[O-])c3)sc2c1,3.8,-3,-6,2.2,16,-4,2.6,97,4,4.5,-21
O=c1c2ccccc2nc(SCc2cccc(F)c2)n1C1CCCC1,1.0,0,-16,3.9,-2,-12,0.0,99,-3,1.6,-8
COc1ccc(N2CCN(CC(=O)Nc3nc4c(s3)CC(C)CC4)CC2)cc1 (centres undefined),-4.7,8,9,4.1,-17,-5,-0.8,96,-7,3.7,-21
CCOc1ccc(NC(=O)NCCN2CCN(c3ccccc3F)CC2)cc1,-1.6,-2,9,-0.5,-6,5,1.4,106,-7,-1.9,9
COc1cccc(NC(=O)Nc2cc(C(=O)NCC3CCCO3)ccc2N2CC3CC(C2)c2cccc(=O)n2C3)c1 (centres undefined),2.0,-9,14,3.4,2,-7,0.3,101,-15,-2.2,12
c1ccc2[nH]c(CN3CCOCC3)nc2c1,-0.4,2,11,1.4,-1,11,-0.8,103,0,2.1,-13
Cn1c(=O)c2sccc2n2c(CCCC(=O)NCCc3ccc(S(N)(=O)=O)cc3)nnc12,-0.3,-2,2,0.6,6,-4,1.7,x,5,-2.1,13
Cc1nn(Cc2ccccc2)c(C)c1NC(=O)CSc1n[nH]c(C)c1[N+](=O)[O-],-1.3,-4,4,1.9,10,12,3.8,101,2,-1.3,8
O=C(Nc1ccc(Cl)cc1)N1CCOC12CCCCC2,0.4,0,179,-1.8,24,13,1.9,111,8,0.6,-3
CCn1c(SCC(=O)Nc2nccs2)nnc1-c1ccncc1,-2.4,13,-12,-1.5,-13,5,3.3,x,5,-1.8,11
Cc1ccc(NS(=O)(=O)c2ccc(C(=O)NCc3cccnc3)cc2)cc1,4.6,0,7,1.2,8,-6,-2.4,102,-7,0.7,-4
CCCc1cc(=O)oc2cc(C)cc(OCC(=O)NCc3ccccn3)c12,-2.4,-2,17,0.3,7,29,1.4,105,-2,-1.4,7
Cc1ccc(C(=O)NCCNc2ccc(Cl)cc2[N+](=O)[O-])o1,-1.7,-1,6,1.5,x,-1,3.5,100,-1,-0.9,5
COC(=O)c1sc(NC(=O)c2cc(C)on2)nc1C,2.0,-5,19,2.2,3,1,1.9,101,6,-0.5,3
O=C(Nc1ccc(C(=O)O)cc1)/C(=C\c1ccco1)NC(=O)c1ccc(Br)o1,0.6,4,-12,3.2,-7,1,3.0,x,11,-0.2,2
Cn1c(NC(=O)c2ccc(Br)o2)cc(=O)n(C)c1=O,0.5,-7,-10,2.7,-28,2,4.2,114,17,-1.4,6
COc1ccc(/C=N/NC(=O)c2cc[n+]([O-])cc2)cc1O,-0.1,-3,5,2.5,-71,-1,1.1,x,5,0.5,-4
CCOc1ccc(-c2nnc(NC(=O)Cc3cc(OC)c(OC)c(OC)c3)o2)cc1,0.0,1,13,-2.9,9,-26,-1.5,89,-9,-2.1,12
Cc1ccc(S(=O)(=O)N2CCN(S(=O)(=O)c3cccs3)CC2)cc1,-0.5,1,-3,-1.2,-4,-12,1.5,105,-13,-2.6,11
COc1nc(NCCc2ccc(OC)c(OC)c2)nc(NC(C)(C)CO)n1,3.7,1,62,1.7,18,5,2.2,101,-10,-2.6,13
COC(=O)C1=C(C)N(CC2CCCO2)C(=O)/C1=C\c1ccc(O)cc1 (centres undefined),-3.0,-9,322,1.9,8,15,-0.4,94,-5,-2.3,11
CC1CCN(Cc2ccc(-c3nn[nH]n3)cc2)CC1,-0.5,-6,154,4.4,34,17,1.3,108,-5,0.5,-3
CCCn1c(Cc2ccccc2)nnc1SC(C)C(=O)NC1CC1 (centres undefined),0.2,-3,-13,3.0,3,-12,0.3,95,-12,-1.3,5
Cc1cc2oc(=O)cc(CN3CCOCC3)c2cc1C,-1.6,-3,-12,0.9,-2,1,-0.3,98,3,-3.1,16
CCOc1cc(/C=N/N=C2/NC(=O)C(CC(=O)O)S2)ccc1OS(=O)(=O)c1ccc(C)cc1 (centres undefined),x,-1,x,x,-7,-1,2.2,96,-3,-0.1,1
O=C1OC(Nc2nc3ccccc3s2)c2ccccc21 (centres undefined),2.6,-1,1,2.2,-19,-10,3.6,110,-1,-2.3,12
Cc1ccc2nc3c(cc(C(N)=S)c(=N)n3CCCOC(C)C)c(=O)n2c1,-2.2,2,1,1.4,-4,25,3.6,x,-3,-3.4,18
Cn1c(=O)c2c(ncn2CC(=O)NC(C)(C)C)n(C)c1=O,-0.6,-9,10,-1.1,-7,-7,-0.6,100,-8,x,x
CC(C)(C)OC(=O)N1CCN(CCNC(=O)c2ccccc2)CC1,-0.2,1,5,0.2,1,-2,1.0,105,0,-2.9,13
